KB-3-1 tox = kills parental KB-3-1 adenocarcinoma cells; 400,000 compounds, 1.4% hits; AID 1347075; Potency, µM (top dose mostly 46.1 µM), inactives show at the highest dose activity change, negative = cytotoxic, actives largely listed as cytotoxic; KB-3-1 viability, CellTiter-Glo ATP luminescence, 72 h; further: potency means the concentration at half of the fitted maximal effect; on the % scale 0 is the no-effect control and ±100 the full control effect; nearly all actives have a fitted effect of over 60% in size
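Cells are dispensed, compounds pinned in, plates held at 37 °C for 72 h, then CellTiter-Glo is added and luminescence read after 10 minutes. Cell line: parental KB-3-1 in phenol-red-free DMEM, 10% FBS.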
MCF10A rerep = DNA re-replication induction in MCF 10a cells; MCF 10A DNA re-replication, Hoechst nuclear intensity, 48 h; Potency, µM (doses to about 46.1 µM), for inactives: at the highest dose activity, positive = re-replication, hits mostly activators; 350,000 compounds, 2.9% hits; further: potency means the concentration at half of the fitted maximal effect; % of control where 0% means no effect; nearly all actives have a fitted effect of over 50% in size
IL-1B inflam inh = inhibitors of inflammasome signaling (IL-1 beta secretion) | THP-1 LPS/ATP IL-1B secretion, AlphaLISA, 16 h; stronger effect = lower value | activity change, % at 57.5 µM | 360,000 compounds, 4.7% hits; in the data active means activity change below about -50%; inconclusive means mostly about -30% to -49%; further: on the % scale 0 is the no-effect control and ±100 the full control effect
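THP-1 cells pretreated 1 hr with compounds (up to 57.5 uM final), then stimulated with LPS (250 ng/mL final) plus ATP (1.25 mM final); secreted IL-1B measured by AlphaLISA after 16 hr, decreased signal indicating inhibition.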
HT1080 IDH1KD tx = toxicity to HT-1080 IDH1 knockdown cells (counter line); 360,000 compounds, 2% hits; HT-1080 IDH1 knockdown viability, ATP luminescence, 48 h; Potency, µM (doses to about 46.1 µM), without a hit: top-dose activity, negative = toxicity, most hits filed as cytotoxic; AID 686971;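 further: potency means the concentration at half of the fitted maximal effect; 0% = DMSO wells and -100% = cell-free medium wells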
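Using the IDH1-knockdown HT-1080 line run in the same batch and compound series as the NT line, viability after 48 h at 37 °C was determined by CellTiter-Glo luminescence and expressed as % activity.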
HT1080NT lethal = kills 2HG-producing HT-1080-NT fibrosarcoma cells | HT-1080-NT fibrosarcoma viability, CellTiter-Glo ATP luminescence, 48 h | Potency, µM (top dose mostly 46.1 µM), inactives show at the highest dose activity, negative = less viability, actives largely listed as cytotoxic | 360,000 compounds, 1.6% hits | AID 686970;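 further: NT is the 2HG producing partner of a matched IDH1 knockdown line; potency means the concentration at half of the fitted maximal effect; 0% = DMSO-treated cells and -100% = media-only wells without cells; nearly all actives have a fitted effect of over 55% in size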
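HT-1080-NT fibrosarcoma cells (2HG-overproducing), 750 cells/well in RPMI with 5% FBS, dosed after 2 h and incubated 48 h at 37C. CellTiter-Glo luminescence normalized to DMSO and no-cell wells; concentration-response curves fitted and classed.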
SW480 rerep = DNA re-replication induction in SW480 cells; SW480 DNA re-replication, Hoechst DNA content imaging, 48 h; Potency, µM (highest dose often 46.1 µM), without a hit: at the highest dose re-replication activation, most hits filed as activators; 340,000 compounds, 1.8% hits; further: potency means the concentration at half of the fitted maximal effect; % of control where 0% means no effect; nearly all actives have a fitted effect of over 55% in size
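DNA re-replication was detected as more nuclei of elevated Hoechst intensity after 48 hr exposure to compound (23 nL pinned per well of 250 cells).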
GLP1R cytotox = cytotoxicity counter-screen for GLP-1 receptor inverse agonists; HEK293 cAMP-luciferase reporter cells, luminescence, 24 h; Potency, µM (titrated, usually from 38.3 µM), for inactives: top-dose activity change, negative = inhibition, hits mostly inhibitors; 410,000 compounds, 0.13% hits;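 further: loss of luciferase light is scored as toxicity; potency means the concentration at half of the fitted maximal effect; on the % scale 0 is the no-effect control and ±100 the full control effect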
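Seeding density was 200 cells/uL; after overnight-length (12 h) culture, 23 nL compounds went on for 24 h at 37 °C. Readout used a luciferase detection reagent, luminescence taken after 12 min at room temperature.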
KB-V1 cytotox = KB-V1 MDR subline cytotoxicity; KB-V1 MDR cells viability, CellTiter-Glo, 72 h; Potency, µM (doses to about 46.1 µM), without a hit: top-dose activity change, negative = cytotoxicity, usual class: cytotoxic; 400,000 compounds, 3.4% hits; AID 1347076; further: potency means the concentration at half of the fitted maximal effect; on the % scale 0 is the no-effect control and ±100 the full control effect; nearly all actives have a fitted effect of over 60% in size
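KB-V1, DMEM (no phenol red) + 10% FBS; cpd pin-transferred, titration series; 72 h, 37 degrees C; CellTiter-Glo, luminescence. Data normalized, curve-fit.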
D3 ag = agonists of human D3 dopamine receptor; P35462; AID 652048; max activation, %; D3R DiscoveRx beta-arrestin cells, luminescence, 90 min; 410,000 compounds, 0.58% hits; in the data active means max activation above about 30%; further: 0% is about no effect; mostly tested at two doses, the higher about 12 µM
Target sequence (P35462 whole entry, looked up): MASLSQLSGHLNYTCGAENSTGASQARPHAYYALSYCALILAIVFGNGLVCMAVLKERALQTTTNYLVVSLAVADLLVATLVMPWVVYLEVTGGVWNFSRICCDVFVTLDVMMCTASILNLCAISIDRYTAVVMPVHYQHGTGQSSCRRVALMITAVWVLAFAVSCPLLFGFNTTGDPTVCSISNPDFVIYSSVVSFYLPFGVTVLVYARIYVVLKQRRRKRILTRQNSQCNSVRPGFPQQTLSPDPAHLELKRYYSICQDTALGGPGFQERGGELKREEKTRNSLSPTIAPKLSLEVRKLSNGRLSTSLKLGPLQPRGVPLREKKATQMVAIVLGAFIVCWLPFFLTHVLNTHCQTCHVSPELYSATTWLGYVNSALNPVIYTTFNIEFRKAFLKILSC
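Agonist-mode cell screen: cells plated at 1500/well and incubated overnight at 37 °C, then exposed to library compounds for 90 min at 37 °C. Detection reagent was added for 30–60 min at room temperature, and luminescence was read.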
Starred values were filed as active, the others as inactive; ? = inconclusive; nt = no result given; [ ] = dose if it differs, or a comment. Unless noted, the call rests on the fitted dose curve; in most records, active means well fitted curve in the direction sought with a large enough effect; inconclusive means small, poorly fitted or top-dose-only effect, or another doubt; inactive means no such curve, though single readings can be large; an effect the other way counts as inactive or inconclusive.

1	COc1ccc(C(=O)Nc2ccccc2C(=O)O)cc1NC(=O)C(c1ccccc1)c1ccccc1
2	Cc1cc(CNC(=O)Cc2ccccc2)c2ccccc2n1
3	CCCC(=O)N1CCN(c2nnc(-c3ccccc3)c3ccccc23)CC1
4	N#Cc1c(SCC(=O)Nc2nccs2)nc2c(c1-c1ccco1)CCCC2
5	CC(=O)c1cccc(N(CC(=O)NC2CCCC2)C(=O)CNC(=O)c2cccs2)c1
6	CCN1CCN(Cc2cccc(Oc3ccc(Cl)cc3)c2)CC1
7	CCCC(C)C(=O)Nc1cc(S(=O)(=O)N2CCCCC2)ccc1N1CCOCC1 (stereo not drawn)
8	Cc1ccc(S(=O)(=O)Nc2csc(C)c2C(=O)O)cc1
screen / no.	1	2	3	4	5	6	7	8
KB-3-1 tox	1%	-2%	0%	9%	0%	-12%	0%	?
MCF10A rerep	1%	1%	20%	7%	-8%	16µM*	-2%	0%
IL-1B inflam inh	29	29	-51*	3	5	-27	-12	nt
HT1080 IDH1KD tx	-21%	-11%	0%	-19%	-1%	?	1%	2%
HT1080NT lethal	0%	0%	-1%	-23%	6%	?	1%[9.24 µM]	4%
SW480 rerep	-4%	2%	-19%	?	0%	16µM*	-26%	-5%
GLP1R cytotox	-6%	7%[0.307 µM]	6%	4%	8%	9%	2%	11%
KB-V1 cytotox	?	?	-1%	-4%	-10%	?	-13%	2%
D3 ag	-6	-14	4	5	-11	-32	0	7

Values in list order from the entries so far:
MCF10A rerep, nos. 2–8: 1%, 20%, 7%, -8%, 16µM*, -2%, 0%
HT1080NT lethal, nos. 2–8: 0%, -1%, -23%, 6%, ?, 1%[9.24 µM], 4%

Other compounds
9	Cc1ccc(-n2ncc(C(=O)NCCCN3CCN(C)CC3)c2C2CCN(C(=O)OC(C)(C)C)CC2)c(C)c1
10	COC(=O)[C@H]1C[C@@H](c2ccccc2)[C@H](C)C1(C)C
11	CCc1ccc(NC(=O)CNC(=O)c2cn(-c3ccccc3OC)c(=O)c3ccccc23)cc1
12	O=S(=O)(Cc1ccccc1)NCC1CCCO1 (stereo not drawn)
13	COc1ccc(CC(=O)Nc2ccc(N3CCCCC3)cc2)cc1
14	CCc1c(O)cc(=O)n(-c2ccccc2)c1-c1ccccc1
15	Cc1cc(OCC(=O)Nc2ncn[nH]2)c(C)c(C)c1Br
16	CC(C)(C)c1cc(C(=O)NNC(=O)Nc2cccc(Cl)c2)n(Cc2ccccc2)n1
screen / no.	9	10	11	12	13	14	15	16
KB-3-1 tox	5%	13%	25%	1%	4%	2%	24%	4%
MCF10A rerep	nt	-8%	16%	?	4%	8%	nt	?
IL-1B inflam inh	nt	15	15	1	-13	18	nt	24
HT1080 IDH1KD tx	nt	9%	-1%	6%	-1%	-6%	nt	-7%
HT1080NT lethal	nt	7%	-1%	9%	-9%	0%	nt	1%
SW480 rerep	nt	1%	2%	15%	-1%	2%	nt	-6%
GLP1R cytotox	0%	11%	-6%	2%	-6%	14%[1.53 µM]	0%	-20%
KB-V1 cytotox	17%	-3%	0%	20%	-18%	-1%	-10%	5%
D3 ag	1	9	-3	1	-6	0	-17	-2

17	Cc1ccnc(NS(=O)(=O)c2ccc(N3C(=O)Nc4ccccc4N3O)cc2)c1
18	Cc1cc(Br)cn2c(Cc3ccccc3)c(-c3ccco3)nc12
19	O=S(=O)(SC1=NCCN1)c1ccccc1
20	CC(=O)Nc1nc(C)c(Oc2ccc(Cl)cc2Cl)c(=O)[nH]1
21	COc1ccccc1Nc1nc2ccccc2[nH]1
22	CCN(CCn1cccn1)C(=O)CC1C(=O)NCCN1CC1CCCCC1 (stereo not drawn)
23	CC(=O)Nc1ccc(NC(=O)C2CC(=O)N(Cc3ccccc3)C2)cc1 (stereo not drawn)
24	CCCC[C@@H]1Cc2[nH][nH]c(=O)c2[C@H](c2cccc3ccccc23)O1
screen / no.	17	18	19	20	21	22	23	24
KB-3-1 tox	-8%	0%	8%	-1%	?	-9%	5%	8%
MCF10A rerep	1%	nt	2%	-17%	10%	-15%	-2%	nt
IL-1B inflam inh	5	-19	13	20	-12	0	-24	-13
HT1080 IDH1KD tx	-6%	?	23%	12%	?	24%	-7%	26µM*
HT1080NT lethal	-3%	?	11%	10%	?	10%	-12%	?
SW480 rerep	-26%	nt	1%	-9%	13%	-32%	-5%[1.84 µM]	nt
GLP1R cytotox	2%	6%	-1%	-6%	-12%	14%	3%	-2%
KB-V1 cytotox	9%	14%	-16%	0%	?	10%	27%	0%
D3 ag	-1	5	3	4	6	-19	5	28

25	O=C(c1ccco1)N1CCN(C(c2ccccc2Cl)c2nnnn2CC2CCCO2)CC1 (stereo not drawn)
26	CCN(CC)S(=O)(=O)c1ccc2c(c1)nc(CCC(=O)Nc1ccc3c(c1)OCO3)n2C
27	COc1cc(NC(=O)CSc2ncc(S(=O)(=O)c3ccc(Br)cc3)c(=O)[nH]2)cc(OC)c1
28	CCOc1ccc(OCC(=O)Nc2ccc(OC)cc2)cc1
29	CCOC(=O)C[N+](CC)(CC)CC#Cc1ccccc1
30	Cc1cccc(NC(=O)c2ccc(S(=O)(=O)N3CCOCC3)cc2)n1
31	O=C(Nc1ccncc1)c1cc(-c2ccccn2)nc2ccccc12
32	COc1ccc(N(CC(=O)NCC2CCCO2)C(=O)CCC(=O)Nc2nccs2)cc1 (stereo not drawn)
screen / no.	25	26	27	28	29	30	31	32
KB-3-1 tox	-9%	1%	26%	0%	0%	-6%	?	-2%
MCF10A rerep	-5%	-9%	nt	3%	-3%	27%	?	-4%
IL-1B inflam inh	-8	13	nt	-13	22	-2	53	13
HT1080 IDH1KD tx	-5%	1%	nt	-27%	0%	2%	-22%	-5%
HT1080NT lethal	-4%	-1%	nt	-1%	6%	4%	-4%	-4%
SW480 rerep	-8%	0%	nt	0%	-3%	2%	0%	0%
GLP1R cytotox	6%	-20%	-6%	17%	-3%[1.53 µM]	-22%	?	20%
KB-V1 cytotox	-15%	-13%	-7%	25%	-6%	0%	-8%	?
D3 ag	-3	-6	-5	4	4	3	0	-7

33	O=c1cc(CSc2nnnn2-c2ccccc2)[nH]c2[nH]n(-c3ccccc3)c(=O)c12
34	COc1ccc(-c2c(C(=O)c3ccccc3)[nH]c(N)c2C(=O)NC2CC2)cc1OC
35	CCC(=O)Nc1ccc(-c2csc(C)n2)cc1
36	[O-]/[N+](=C\c1ccccc1)c1ccccc1
37	COc1ccc(N2CCN(c3nc4ccccc4nc3NS(=O)(=O)c3ccccc3)CC2)cc1
38	CC1(C(=O)NS(=O)(=O)c2cccc(F)c2)CCN1C(=O)c1ccccc1CCc1ccccc1 (stereo not drawn)
39	CCN(CC)C(=O)C1=C(C)N(Cc2ccc(F)cc2)C(=O)C(CC(=O)NCC2CCCCC2)C1 (stereo not drawn)
40	O=C(CCc1nc2ccccc2s1)OCc1ccccc1
screen / no.	33	34	35	36	37	38	39	40
KB-3-1 tox	7%	?	12%	-4%	-9%	0%	-4%	5%
MCF10A rerep	0%	nt	-30%[inhibitor]	?	?	nt	nt	-4%
IL-1B inflam inh	6	-3	-5	-1	6	0	-23	12
HT1080 IDH1KD tx	10%	-2%	?	11%	0%	-9%	-11%	11%
HT1080NT lethal	13%	-21%	15%	6%	-3%	0%	-11%	9%
SW480 rerep	-5%	nt	-15%	-7%	1%	nt	nt	-5%
GLP1R cytotox	-13%	-6%	-1%	16%	2%	4%	-14%	-17%
KB-V1 cytotox	2%	0%	-23%	4%	-14%	-5%	?	0%
D3 ag	-4	-8	6	-14	3	-7	-6	4

Quoted at random: two records from the list.
39	CCN(CC)C(=O)C1=C(C)N(Cc2ccc(F)cc2)C(=O)C(CC(=O)NCC2CCCCC2)C1 (stereo not drawn)
40	O=C(CCc1nc2ccccc2s1)OCc1ccccc1
screen / no.	39	40
KB-3-1 tox	-4%	5%
MCF10A rerep	nt	-4%
IL-1B inflam inh	-23	12
HT1080 IDH1KD tx	-11%	11%
HT1080NT lethal	-11%	9%
SW480 rerep	nt	-5%
GLP1R cytotox	-14%	-17%
KB-V1 cytotox	?	0%
D3 ag	-6	4

(continued)
41	O=C(NCc1ccccc1)c1ncn(Cc2ccccc2)c1C(=O)NCc1ccccc1
42	CCC1CCCCN1C(=O)CSc1nc(N)cc(N)n1 (stereo not drawn)
43	CCn1c(=S)sc2c(=O)n(-c3ccccc3)c(SCC(=O)NCc3ccco3)nc21
44	CCc1sc(Nc2cccc(Cl)c2C)nc1-c1cc2cccc(OC)c2oc1=O
45	Oc1ccccc1N1CCN(CC(O)COCc2ccccc2Cl)CC1 (stereo not drawn)
46	CCN(CC)S(=O)(=O)c1cc(NC(=O)c2ccc3c(c2)NC(=O)C(C)S3)ccc1C (stereo not drawn)
47	CC(=O)c1c(C)[nH]c(C(=O)OCC(=O)NCc2cccs2)c1C
48	COC(=O)CCN(C(=O)c1ccc(Cl)c([N+](=O)[O-])c1)c1ccccn1
49	O=C(c1ccco1)N1CCN(C(=O)c2cc(-c3ccccc3F)no2)CC1
50	C[C@H](CO)N1C[C@H](C)[C@H](CN(C)Cc2cccc(C(F)(F)F)c2)OCc2ccccc2-c2c(n(C)c3ccccc23)C1=O
screen / no.	41	42	43	44	45	46	47	48	49	50
KB-3-1 tox	-1%	15%	-19%	-15%	-1%	-32%	?	1%	-1%	4%
MCF10A rerep	8%	-10%	-5%	nt	-1%	28%	7%	8%	6%	nt
IL-1B inflam inh	-18	19	-13	nt	-2	-58*	39	-25	-3	-5
HT1080 IDH1KD tx	-5%	7%	-24%	nt	-2%	-21%	-27%	-7%	11%	8%
HT1080NT lethal	-7%	2%	1%	nt	-8%	-10%	-5%	-18%	-2%	5%
SW480 rerep	16%	-9%	-1%	nt	-2%	8%	-6%	17%	-25%	nt
GLP1R cytotox	-1%	5%	-30%	4%	-9%	-21%	-9%	2%	3%	-19%
KB-V1 cytotox	-2%	0%	5%	-2%	-10%	?	13µM*	-4%	-2%	-3%
D3 ag	-3	-1	-12	7	29	0	3	-2	-3	4

Source: PubChem BioAssay
